LEDGF integ inh – blocks HIV-1 LEDGF/p75-dependent DNA integration; TR-FRET IN-LEDGF/p75 DNA integration, Eu/Cy5; inhibition, % at 3.7 µM; 0.64% of 370,000 active; AID 743269;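 active = inhibition above the screen-wide mean plus 3 SD, cut at about 13% in these data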;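 note: signal is the Cy5 over europium emission ratio at 671 and 618 nm; 0% = plate median of compound wells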
PRMT1 FP inh – inhibitors of human PRMT1; Q99873; recombinant PRMT1, activity-based probe fluorescence polarization; inhibition, % at 2.79 µM; 1.3% of 370,000 active; AID 652257;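 active = inhibition above about 21% made by adding two undisclosed values, limit read from the data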
TCR-CD3 inh – inhibitors of human TCR-CD3 interaction | TAMRA-labeled TCR probe fluorescence, biochemical | inhibition, % at 9.4 µM | 0.37% of 360,000 active; in the data active = inhibition above about 19%;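 note: recombinant mutant TCR 2C K166C tagged with TAMRA read by polarization; 0% = receptor in buffer alone and 100% = receptor with positive control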
UHRF1 MBD2 ctr – blocks human UHRF1 binding to methylated DNA; 0.75% of 370,000 active; Q96T88; UHRF1 binding to methylated oligo, TR-FRET; inhibition, % at 4.4 µM; in the data active = inhibition above about 21%;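 note: UHRF1 SRA domain binding a hemimethylated CpG hairpin DNA probe; 0% = median of test compound wells and 100% = reference inhibitor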
SIAE inh – human SIAE inhibition, primary screen. 0.69% of 370,000 active. SIAE FP-Rh probe binding, fluorescence polarization. inhibition, % at 9.66 µM. AID 1053197;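 active = inhibition above a cutoff: mean of compounds within the control limits plus 3 SD of those, cut at about 17% in these data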;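 note: 0% = plate median of compound wells and 100% = probe without SIAE protein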
Target sequence (Q9HAT2 whole entry, looked up): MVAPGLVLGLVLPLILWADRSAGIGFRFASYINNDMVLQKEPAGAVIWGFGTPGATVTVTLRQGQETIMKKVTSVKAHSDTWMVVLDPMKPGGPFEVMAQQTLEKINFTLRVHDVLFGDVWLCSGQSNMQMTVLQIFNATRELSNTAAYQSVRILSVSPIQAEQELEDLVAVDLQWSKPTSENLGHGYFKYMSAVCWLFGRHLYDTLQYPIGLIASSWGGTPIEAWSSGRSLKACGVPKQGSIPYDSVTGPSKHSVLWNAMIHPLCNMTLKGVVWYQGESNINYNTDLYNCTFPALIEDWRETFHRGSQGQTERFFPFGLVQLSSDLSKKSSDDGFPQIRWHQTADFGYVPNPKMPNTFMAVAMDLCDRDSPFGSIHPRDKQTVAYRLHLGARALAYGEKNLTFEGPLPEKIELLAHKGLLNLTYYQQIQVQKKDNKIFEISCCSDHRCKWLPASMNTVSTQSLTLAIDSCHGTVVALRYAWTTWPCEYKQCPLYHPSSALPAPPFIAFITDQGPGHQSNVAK
TDP2 absorb – TDP2 (human) inhibition, absorbance primary screen. O95551. recombinant TDP2, T5PNP hydrolysis, p-nitrophenol absorbance 415 nm. inhibition, % at 12.8 µM. 0.34% of 370,000 active;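 active = inhibition above the mean of all tested compounds plus 3 SD, set per campaign, cut at about 25% in these data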;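 note: 0% = DMSO with enzyme and 100% = buffer with substrate but no TDP2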
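Assay system: recombinant human TDP2 / Reagent: T5PNP substrate at 5 mM, a TopII-DNA adduct mimic / Measured by: epi absorbance from released p-nitrophenol / Evaluation: % inhibition relative to enzyme-containing and enzyme-free wells / Control set: enzyme-free and DMSO wells / Replicates: each compound tested once, singlicate / Schedule: enzyme reaction with compound for 2 h at 37 °C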
DDE Tn7 FP inh – inhibitors of Tn7 peptide binding to human fibrin DD(E); P02675; FP displacement of FITC-Tn7 peptide from fibrin DD(E); 0% = median of compound wells per plate; inhibition, % at 8.3 µM; 0.13% of 370,000 active; AID 720508;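 active = inhibition above the mean of compounds falling within the control limits plus 3 SD of them, cut at about 14% in these data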;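 note: 0% = plate median of compound wells and 100% = 10 µM Aha-Tn7 peptide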
Target sequence (P02675 whole entry, looked up): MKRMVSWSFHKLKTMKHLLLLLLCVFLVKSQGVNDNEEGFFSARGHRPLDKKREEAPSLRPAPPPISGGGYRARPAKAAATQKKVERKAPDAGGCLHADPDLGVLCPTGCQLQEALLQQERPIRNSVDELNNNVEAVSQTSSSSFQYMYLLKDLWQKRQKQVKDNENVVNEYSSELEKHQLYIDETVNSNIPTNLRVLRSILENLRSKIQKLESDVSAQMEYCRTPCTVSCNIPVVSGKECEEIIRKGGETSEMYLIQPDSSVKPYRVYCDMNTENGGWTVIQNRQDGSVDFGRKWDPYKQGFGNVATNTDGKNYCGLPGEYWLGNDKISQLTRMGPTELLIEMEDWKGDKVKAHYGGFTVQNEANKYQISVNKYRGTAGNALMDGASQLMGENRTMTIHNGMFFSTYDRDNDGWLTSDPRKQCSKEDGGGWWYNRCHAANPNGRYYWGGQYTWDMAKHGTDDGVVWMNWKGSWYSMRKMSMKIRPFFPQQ
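Assay system: human fibrin DD(E). Input: DD(E) 2 µM final. Medium: Tris buffer with calcium and detergent, pH 7.8. Compound dosing: single point at 8.3 µM. Timing: 10 min plus 3 h, room temperature. Technique: fluorescence polarization of the labelled Tn7 tracer. Read-out: percent inhibition. Replicates: singlicate testing.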
mABHD4 FP – inhibitors of mouse ABHD4. purified mABHD4, FP-Rh probe fluorescence polarization. inhibition, % at 8.92 µM. 0.54% of 370,000 active;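 active = inhibition exceeding the mean over every tested compound plus 3 SD, cut at about 30% in these data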;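 note: 0% = plate median of compound wells and 100% = S159A mutant with DMSO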
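system = mouse ABHD4 enzyme, wild type | medium = HEPES pH 7.0, NaCl, Pluronic buffer | also added = FP-Rh probe | incubation = Enzyme–compound pre-incubation 45 min, then probe 60 min, both 25 °C | technique = fluorescence polarization, excitation 525 nm, emission 598 nm, BODIPY TMR filters | controls = S159A mutant high control, sample median low control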
PG9 binder – binds the HIV-1 gp120 antibody PG9. AID 624416. 0.43% of 360,000 active. inhibition, % at 6.7 µM. TR-FRET gp120-PG9 antibody binding; in the data active = inhibition above about 8.5%
HTRA1 inh – HTRA1 (human) protease inhibition; AID 504803; Q92743; recombinant HTRA1, FP-rhodamine activity-based probe, fluorescence polarization; 0.5% of 340,000 active; inhibition, % at 5.96 µM; in the data active = inhibition above about 36%;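 note: 0% = enzyme with DMSO and 100% = wells lacking enzyme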
The depositor's hits bear a star; / = no result given.

nr	LEDGF integ inh	PRMT1 FP inh	TCR-CD3 inh	UHRF1 MBD2 ctr	SIAE inh	TDP2 absorb	DDE Tn7 FP inh	mABHD4 FP	PG9 binder	HTRA1 inh	molecule
1	-1	-5	2	4	-1	7	-3	3	-0.3	/	CC(C)C[C@H]1CN(CCCC[C@H]2CNC(=O)C(=O)N2CCc2ccc(O)cc2)C(=O)C(=O)N1CCc1ccc(O)cc1
2	-7	3	-4	1	2	-18	6	3	-1.3	-1	Cc1noc(C)c1C(=O)NNc1ccc(C(C)C)cc1
3	0	-2	2	-2	-4	0	3	-5	-1.1	0	O=C(CCN1C(=O)[C@H]2CC=CC[C@H]2C1=O)NCc1nc(-c2ccc(Cl)cc2)no1
4	2	6	-4	-1	-2	-4	7	-4	0.1	-12	COc1ccc(NS(=O)(=O)c2ccc3oc(SC)nc3c2)cc1
5	-10	5	-1	0	-1	-6	3	2	-0.7	8	Cc1[nH]n(-c2ccccc2)c(=O)c1N=Nc1ccc(C(N)=O)cc1
6	5	-7	3	4	-11	-14	1	-6	0.5	/	C[C@H](O)[C@@H]1C(=O)N2CCc3c([nH]c4c(-c5ccccc5)cccc34)[C@@H]2C[C@@H]1N(C)C(=O)OCc1ccccc1
7	-3	-1	-4	2	6	-2	-5	3	0.3	-4	CC1CCc2nn(CC(=O)Nc3ccc(F)cc3F)cc2C1 (stereo not given)
8	0	1	8	-1	3	-6	-2	1	0.1	8	Cc1cccc(N(C(=O)CS(=O)CC(=O)Nc2ccc3c(c2)OCO3)C(C)C(=O)NC2CCCC2)c1C (stereo not given)
9	3	5	3	-4	19*	-8	-3	14	-4.0	-8	C=CCNC(=S)N/N=C/c1ccc(-c2ccc(OC)cc2)o1
10	1	-1	5	-2	12	0	-3	1	-0.3	-10	Cc1ncc(C[n+]2ccc(C)c(C)c2)c(N)n1
11	-2	10	-1	1	3	2	-2	-1	1.8	17	Cc1cc(OCc2nc3ccccc3s2)ccc1N
12	6	-8	-9	1	-2	-19	1	-8	-0.6	-5	O=C(c1ccc([N+](=O)[O-])cc1)N(Cc1ccccc1)Cc1ccccc1
13	1	0	1	3	-2	-4	2	3	-1.3	-1	Cc1ccc(OCC(=O)N/N=C\c2cn(Cc3ccccc3)c3ccccc23)cc1C
14	0	-3	7	-1	-8	2	11	-12	-0.6	-34	CCn1cnc2c1c(=O)n(Cc1cccc(Br)c1)c(=O)n2Cc1ccccc1
15	1	1	-2	0	-7	7	-1	2	0.3	0	COc1cc(CNn2nnnc2N)ccc1OCC(=O)NC(C)(C)C
16	2	-2	-3	0	4	7	-5	3	-1.3	12	CCOC(=O)C(C)Oc1ccc(C2NC(=O)NC(C)=C2C(=O)Nc2ccccc2C)cc1 (stereo not given)
17	5	-4	/	-3	0	4	2	3	/	/	C=CCNC(=O)CN(C(=O)c1csc2ccc(Cl)cc12)c1cccc(Br)c1
18	4	1	-5	3	1	0	-1	4	-0.6	5	Cc1nn(C)cc1C(=O)c1ccccc1
19	-1	-3	3	2	4	4	-1	3	0.0	4	CC(C)CCNC(=O)CNC(=O)c1cccs1
20	0	-1	10	-2	-1	-5	-3	-2	-0.7	1	CCCNC(=O)c1ccccc1SCc1c(C)noc1C
21	0	1	-4	4	-1	2	-6	-1	-1.6	-8	CCOC(=O)c1nc(C)c(C(C)=O)s1
22	2	0	9	5	1	2	4	5	-0.1	-20	COc1cc(SC)ccc1C(=O)N(Cc1ccccc1)c1ccccc1
23	2	4	-5	-1	-11	-1	0	7	0.6	-12	CC(OC(=O)CC1CCCCC1)C(=O)Nc1cccc(C#N)c1 (stereo not given)
24	-6	6	-5	3	3	0	-5	1	-1.5	-2	OC(CN1CCOCC1)(c1ccccc1)c1ccccn1 (stereo not given)
25	3	2	10	-2	1	8	1	-2	-0.4	-7	O=S(=O)(NC1CCCCCCC1)c1cccs1
26	-1	-2	7	1	6	1	-1	-3	0.2	3	O=S(=O)(Nc1ccccc1N1CCOCC1)c1cccs1
27	-3	3	-1	3	-5	7	4	-11	-1.8	-31	COC(=O)[C@]1(Cc2ccccc2)N[C@H](c2ccc(-c3ccc(F)cc3)cc2)[C@@H]2C(=O)N(C)C(=O)[C@@H]21
28	1	9	-4	-1	6	7	-2	10	2.0	-3	O=C(NCc1ccco1)C1OCCc2ccccc21 (stereo not given)
29	-3	6	-2	0	1	-3	-4	7	-3.5	-5	CNC(=O)C[C@H]1C(=O)N(C2CCCCC2)C[C@@H]1c1ccc(Br)cc1
30	2	1	2	2	4	-5	2	1	0.0	9	O=C(Nc1cccnc1)c1ccc2c(c1)C(=O)N(CC1CCCO1)C2=O (stereo not given)
31	1	0	0	0	-5	1	-7	-8	-0.6	-56	COc1ccc([C@H]2CC(=O)C=C(c3cccc(C(C)C)c3)C2)cc1OC
32	-1	6	4	-1	-5	8	-4	11	0.6	0	CC(Sc1nnc2c(n1)[nH]c1ccccc12)C(=O)NC1CCCCC1 (stereo not given)
33	-1	-1	3	-3	1	8	3	8	-1.9	/	CCOC(=O)/C(C#N)=N/Nc1ccc(S(=O)(=O)Nc2cc(OC)nc(OC)n2)cc1
34	2	-3	-6	-1	12	-15	14*	-6	-0.1	-6	COc1ccccc1-c1cc(N)n(S(=O)(=O)c2ccc(F)c(C)c2)n1
35	15*	10	2	-2	-53	-3	-10	-25	0.3	-50	Cc1ccc(-n2nc3c(c2NC(=O)c2ccc(Br)o2)CSC3)c(C)c1
36	0	-1	/	0	-3	5	7	-7	/	/	CCOc1ccc(CCNC(=O)c2cc3sccc3n2Cc2cccc(C)c2)cc1OCC
37	-3	-2	4	2	8	6	8	24	-1.1	3	CCOc1ccccc1Nc1nc(N)nc(Cl)c1CC
38	1	3	-1	17	3	5	8	1	0.6	-5	Cc1cnc(CN(C)C(=O)C2CCC(=O)N(CCc3ccc(Cl)cc3)C2)[nH]1 (stereo not given)
39	-3	2	-9	0	2	-4	0	4	-2.4	/	CCCC(=O)N1CCC1(C)C(=O)Nc1cc(C)ccc1C (stereo not given)
40	0	0	2	0	14	8	2	-3	0.1	0	Cc1nn(CC(=O)Nc2ccc(C(=O)N(C)C)cc2)c(=O)c2ccccc12

One compound at a time, as listed above:
Listed for C[C@H](O)[C@@H]1C(=O)N2CCc3c([nH]c4c(-c5ccccc5)cccc34)[C@@H]2C[C@@H]1N(C)C(=O)OCc1ccccc1 = LEDGF integ inh: 5; PRMT1 FP inh: -7; TCR-CD3 inh: 3; UHRF1 MBD2 ctr: 4; SIAE inh: -11; TDP2 absorb: -14; DDE Tn7 FP inh: 1; mABHD4 FP: -6; PG9 binder: 0.5; HTRA1 inh: /
Listed for CCOC(=O)/C(C#N)=N/Nc1ccc(S(=O)(=O)Nc2cc(OC)nc(OC)n2)cc1 = LEDGF integ inh: -1; PRMT1 FP inh: -1; TCR-CD3 inh: 3; UHRF1 MBD2 ctr: -3; SIAE inh: 1; TDP2 absorb: 8; DDE Tn7 FP inh: 3; mABHD4 FP: 8; PG9 binder: -1.9; HTRA1 inh: /

The list goes on.
nr	LEDGF integ inh	PRMT1 FP inh	TCR-CD3 inh	UHRF1 MBD2 ctr	SIAE inh	TDP2 absorb	DDE Tn7 FP inh	mABHD4 FP	PG9 binder	HTRA1 inh	molecule
41	-2	-2	4	0	0	4	8	5	-1.5	-6	CNS(=O)(=O)c1ccc(NC(=O)c2cncc(Br)c2)cc1
42	-7	-2	10	0	0	2	3	1	1.9	/	CCOC1=C2[C@H](c3ccc(CC)cc3)N(S(=O)(=O)c3ccc(C)cc3)C[C@H]2n2c(=O)n(-c3ccccc3)c(=O)n2C1
43	-4	-2	5	2	-2	13	-2	0	0.1	4	COc1ccc(CN2CC(C(=O)NCCc3ccc(C)cc3)CC2=O)cc1 (stereo not given)
44	4	0	-6	6	2	-7	5	-3	1.0	-20	Cc1cc(C)c(NC(=O)/C(=C/c2ccccc2)c2ccccc2)c(C)c1
45	4	1	-11	-3	-6	-6	-1	-13	-2.7	-9	O=C(NC(=S)NCc1ccco1)c1ccc(Br)cc1
46	-3	0	2	-1	-2	11	8	-1	-0.3	-4	O=C(OCc1ccc(C(=O)c2ccccc2)cc1)c1cccc(-c2nnc(-c3ccccc3)o2)c1
47	-1	0	1	0	1	-2	1	6	6.5	1	O=C(Nc1nnc(-c2ccccc2)s1)c1ccc(F)cc1
48	0	-1	3	-2	0	-6	-3	4	-1.5	-6	CCOc1ccc(S(=O)(=O)N(CC(=O)NCc2cccnc2)c2ccc(C)cc2)cc1
49	3	-1	7	4	1	-2	-10	3	1.6	1	CCOc1ccccc1C(=O)NCc1ccc2c(c1)OCO2
50	1	2	-3	-3	10	23	5	2	2.2	0	CC(=O)N1CCC(=NNS(=O)(=O)c2ccc(C)c([N+](=O)[O-])c2)CC1
51	5	3	-3	-1	2	7	2	0	-0.1	1	CCc1c(C)nc2ncnn2c1Nc1ccc(C)c(C)c1
52	2	0	2	0	19*	1	0	14	0.4	6	CC(C)/C=N/NC(=O)c1cc(Br)ccc1O
53	2	3	-7	2	-4	-3	5	-3	-0.9	0	O=C(CN(C1CCCCC1)S(=O)(=O)c1ccc(F)cc1)NCc1ccncc1
54	4	-2	/	-1	7	0	1	-2	/	/	O=C(NCCCc1ccccc1)[C@H](Cc1c[nH]c2ccccc12)NC1(C(=O)NCCc2c[nH]c3ccccc23)CCOCC1

Structures above that have bromine (7):
nr	LEDGF integ inh	PRMT1 FP inh	TCR-CD3 inh	UHRF1 MBD2 ctr	SIAE inh	TDP2 absorb	DDE Tn7 FP inh	mABHD4 FP	PG9 binder	HTRA1 inh	molecule
14	0	-3	7	-1	-8	2	11	-12	-0.6	-34	CCn1cnc2c1c(=O)n(Cc1cccc(Br)c1)c(=O)n2Cc1ccccc1
17	5	-4	/	-3	0	4	2	3	/	/	C=CCNC(=O)CN(C(=O)c1csc2ccc(Cl)cc12)c1cccc(Br)c1
29	-3	6	-2	0	1	-3	-4	7	-3.5	-5	CNC(=O)C[C@H]1C(=O)N(C2CCCCC2)C[C@@H]1c1ccc(Br)cc1
35	15*	10	2	-2	-53	-3	-10	-25	0.3	-50	Cc1ccc(-n2nc3c(c2NC(=O)c2ccc(Br)o2)CSC3)c(C)c1
41	-2	-2	4	0	0	4	8	5	-1.5	-6	CNS(=O)(=O)c1ccc(NC(=O)c2cncc(Br)c2)cc1
45	4	1	-11	-3	-6	-6	-1	-13	-2.7	-9	O=C(NC(=S)NCc1ccco1)c1ccc(Br)cc1
52	2	0	2	0	19*	1	0	14	0.4	6	CC(C)/C=N/NC(=O)c1cc(Br)ccc1O

Assay outcomes: PubChem, The Scripps Research Institute Molecular Screening Center
